PostGolgi yeast = growth inhibition of a yeast mutant, post-Golgi transport screen | post-Golgi transport phenotypic cell assay | inhibition, % at 10 µM | 0.9% of 98,000 active | AID 739;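 also: yeast cells grown in 1536-well plates; yeast grown about 18 h at 30C before absorbance read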
PLAP act = activates human placental alkaline phosphatase; activation fold at 20 µM; P05187; 1.2% of 96,000 active; AID 696; purified PLAP enzyme, luminescent substrate read-out; hits give high values; in the data active = activation fold above about 2
sEH inh = inhibitors of human soluble epoxide hydrolase. P34913. recombinant human sEH enzymatic activity assay. inhibition, % at 2 µM. 0.34% of 91,000 active; in the data active = inhibition above about 80%; also: values of inactives mirror those of a sister screen read the other way; many of its hits are not listed in these tables
CD11b adhes inh = CD11b/CD18-fibrinogen binding inhibition; P05107+P11215; K562 CD11b/CD18 adhesion to fibrinogen, ATPlite luminescence; Mn2+ added to activate the integrin; inhibition, % at 10 µM; 0.54% of 93,000 active; AID 1497;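 active = primary inhibition of 50% or more at 10 µM, then 40% or more on retest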; also: some results filed as inactive read as strong as hits
Target sequence (P05107 whole entry, looked up, other chains not shown): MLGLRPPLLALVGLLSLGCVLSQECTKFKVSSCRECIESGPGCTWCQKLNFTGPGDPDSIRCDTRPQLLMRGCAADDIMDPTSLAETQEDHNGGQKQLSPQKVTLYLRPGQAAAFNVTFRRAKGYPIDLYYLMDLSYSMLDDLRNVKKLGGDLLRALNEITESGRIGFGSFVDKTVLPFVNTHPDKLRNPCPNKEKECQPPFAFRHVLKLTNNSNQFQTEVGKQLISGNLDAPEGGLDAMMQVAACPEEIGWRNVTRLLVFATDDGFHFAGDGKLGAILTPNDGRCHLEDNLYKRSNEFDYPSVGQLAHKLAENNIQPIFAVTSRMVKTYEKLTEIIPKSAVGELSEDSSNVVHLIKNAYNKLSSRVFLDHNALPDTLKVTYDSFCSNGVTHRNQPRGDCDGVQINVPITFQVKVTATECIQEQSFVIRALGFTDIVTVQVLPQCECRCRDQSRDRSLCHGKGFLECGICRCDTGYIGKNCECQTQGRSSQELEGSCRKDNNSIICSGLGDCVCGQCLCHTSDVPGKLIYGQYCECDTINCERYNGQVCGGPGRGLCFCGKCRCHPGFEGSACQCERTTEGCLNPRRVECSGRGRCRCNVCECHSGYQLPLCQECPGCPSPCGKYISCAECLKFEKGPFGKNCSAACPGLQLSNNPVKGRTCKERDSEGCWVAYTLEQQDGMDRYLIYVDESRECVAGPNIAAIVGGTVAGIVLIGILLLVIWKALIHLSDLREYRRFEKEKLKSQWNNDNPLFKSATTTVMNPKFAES
Ecoli WT expand = blocks growth of wild type E. coli BW25113; AID 710; growth inhibition, % at 100 µM; 0.15% of 98,000 active; OD600 absorbance;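 active = growth inhibition above about 50% at one test dose, limit read from the data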;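 also: growth measured after 20 h incubation at 37 °C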
sEH activator = increases human soluble epoxide hydrolase activity; P34913; purified human sEH enzymatic activity, activator screen; activation, % at 2 µM; 0.04% of 91,000 active; in the data active = activation above about 37%; also: values of inactives mirror those of a sister screen read the other way
PostGolgi ctrl = yeast control strain growth, post-Golgi counter-screen; efflux-deficient yeast background strain, growth absorbance A615, 16 h; AID 738; 5% of 98,000 active; inhibition, % at 10 µM
S1P2 agonist = S1P2 (human) receptor agonism | O95136 | S1P2-expressing cell line, agonist reporter read-out | activation, % at 4.5 µM | 0.46% of 97,000 active | AID 729; in the data active = activation above about 16%;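 also: 0% = vehicle low control and 100% = maximal reference agonist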
Target sequence (O95136 whole entry, looked up): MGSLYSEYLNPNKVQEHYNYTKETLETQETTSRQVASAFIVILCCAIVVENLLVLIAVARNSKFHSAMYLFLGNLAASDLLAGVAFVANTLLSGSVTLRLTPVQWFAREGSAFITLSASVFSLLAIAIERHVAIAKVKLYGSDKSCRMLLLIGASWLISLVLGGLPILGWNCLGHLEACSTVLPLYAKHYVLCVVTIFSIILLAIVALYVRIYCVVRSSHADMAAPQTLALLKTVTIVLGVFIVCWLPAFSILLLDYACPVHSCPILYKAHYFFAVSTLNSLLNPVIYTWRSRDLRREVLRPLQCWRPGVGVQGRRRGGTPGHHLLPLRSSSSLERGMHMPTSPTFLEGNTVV
S1P2 blocker = blocks the human S1P2 receptor. cell-based S1P2 antagonist assay, inhibition at 5 uM. inhibition, % at 5 µM. 0.21% of 97,000 active. AID 736; in the data active = inhibition above about 45%;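 also: CRE beta-lactamase reporter cells expressing human S1P2 stimulated with S1P; 0% = agonist at EC80 alone and 100% = agonist plus reference antagonist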
Active calls of the source: *; . = not tested or not shown. Rule as the data show it, unless noted: active = inhibition above about 30%; inactive = the rest.

SMILES	PostGolgi yeast	PLAP act	sEH inh	CD11b adhes inh	Ecoli WT expand	sEH activator	PostGolgi ctrl	S1P2 agonist	S1P2 blocker
Cc1ccc2nsnc2c1S(=O)(=O)NCc1ccc2c(c1)OCO2	.	.	-1.9	.	.	1.5	.	-1.1	15.1
Cc1ccc(-c2nn3c(C)nnc3s2)cc1NC(=O)c1ccc(-c2cccc(Cl)c2)o1	-1.4	1.6	-9.4	-14.9	3.0	7.4	19.6	-5.0	0.2
CCOc1cc(/C=N\NC(=O)c2ccc(NC(=O)C(C)(C)C)cc2)ccc1OC(=O)c1ccc(C)cc1	-5.2	1	5.8	12.3	3.0	-3.9	-2.4	-3.0	-20.9
Cc1ccc(N=Cc2c(O)n(-c3ccc4c(c3)OCO4)c(=O)c3ccccc23)cc1	30.3*	1	7.3	6.4	-6.0	-7.0	5.9	-5.1	4.9
C=CCn1c(SCC(=O)Nc2sccc2C(N)=O)nc2ccccc2c1=O	10.7	1	-1.8	-2.4	1.0	3.9	0.6	6.5	-16.0
CC(=O)Nc1ccc(NC(=O)c2ccccc2F)cc1	15.1	0.8	-11.2	-46.8	7.0	9.1	-14.1	-2.8	25.4
CC(C)CNC(=O)COc1ccc2c3c(c(=O)oc2c1)CCC3	2.0	1.1	1.0	0.7	-7.0	1.9	6.1	-4.3	30.9
Cc1ccc(C(=O)N/N=C\c2cccn2C)cn1	2.1	1	4.9	-7.1	-7.0	-4.3	2.4	-1.6	2.8
CN(CCC(=O)Nc1ccc2c(c1)OCO2)Cc1ccccc1	-1.9	0.9	.	5.6	10.0	.	2.3	-5.0	24.0
CCOC(=O)C1(P(=O)(c2ccc(Cl)cc2)c2ccc(Cl)cc2)CCC1	-1.8	1.4	-7.8	11.6	1.0	10.4	15.7	-0.9	-9.9

Taken from the entries so far for reference:
SMILES	PostGolgi yeast	PLAP act	sEH inh	CD11b adhes inh	Ecoli WT expand	sEH activator	PostGolgi ctrl	S1P2 agonist	S1P2 blocker
Cc1ccc(-c2nn3c(C)nnc3s2)cc1NC(=O)c1ccc(-c2cccc(Cl)c2)o1	-1.4	1.6	-9.4	-14.9	3.0	7.4	19.6	-5.0	0.2
CCOc1cc(/C=N\NC(=O)c2ccc(NC(=O)C(C)(C)C)cc2)ccc1OC(=O)c1ccc(C)cc1	-5.2	1	5.8	12.3	3.0	-3.9	-2.4	-3.0	-20.9
Cc1ccc(N=Cc2c(O)n(-c3ccc4c(c3)OCO4)c(=O)c3ccccc23)cc1	30.3*	1	7.3	6.4	-6.0	-7.0	5.9	-5.1	4.9
C=CCn1c(SCC(=O)Nc2sccc2C(N)=O)nc2ccccc2c1=O	10.7	1	-1.8	-2.4	1.0	3.9	0.6	6.5	-16.0
CC(=O)Nc1ccc(NC(=O)c2ccccc2F)cc1	15.1	0.8	-11.2	-46.8	7.0	9.1	-14.1	-2.8	25.4
CC(C)CNC(=O)COc1ccc2c3c(c(=O)oc2c1)CCC3	2.0	1.1	1.0	0.7	-7.0	1.9	6.1	-4.3	30.9
Cc1ccc(C(=O)N/N=C\c2cccn2C)cn1	2.1	1	4.9	-7.1	-7.0	-4.3	2.4	-1.6	2.8
CN(CCC(=O)Nc1ccc2c(c1)OCO2)Cc1ccccc1	-1.9	0.9	.	5.6	10.0	.	2.3	-5.0	24.0
CCOC(=O)C1(P(=O)(c2ccc(Cl)cc2)c2ccc(Cl)cc2)CCC1	-1.8	1.4	-7.8	11.6	1.0	10.4	15.7	-0.9	-9.9

(more compounds)
SMILES	PostGolgi yeast	PLAP act	sEH inh	CD11b adhes inh	Ecoli WT expand	sEH activator	PostGolgi ctrl	S1P2 agonist	S1P2 blocker
COc1ccc(C2CC(C(F)(F)F)n3nc(C(=O)N(C)Cc4cn(C)nc4C)c(Cl)c3N2)cc1 (stereo not drawn)	-3.9	1.2	-8.0	.	1.0	10.2	7.7	-5.9	-3.9
O=C(CCC(=O)OCC(F)(F)C(F)F)NCc1ccccc1	-0.8	1.2	1.1	4.1	-11.0	-0.6	3.2	-1.6	23.6
O=C(Oc1ccccc1C(=O)Oc1ccccc1)c1ccco1	-9.2	0.9	6.9	-10.2	0.0	-6.9	8.7	-6.2	-3.8
Cc1ccccc1S(=O)(=O)Oc1ccccc1C(=O)Oc1ccccc1	-1.1	1	-1.2	.	-3.0	1.2	3.9	-4.5	-17.3
COc1ccccc1C(=O)n1nc(-c2ccccc2)nc1NCc1ccco1	-3.1	0.8	-13.0	-8.1	-1.0	10.2	14.4	-8.7	-1.9
S=C1NC(c2ccccc2)N2C(=S)NC(c3ccccc3)N12 (stereo not drawn)	4.4	0.9	-17.5	18.8	19.0	14.1	5.5	-3.4	-14.8
Cc1ccccc1-n1c(=O)cc(NCC2CCCO2)[nH]c1=O (stereo not drawn)	.	.	5.8	.	.	-4.7	.	-6.5	6.8
O=C(NCc1ccco1)C(c1cccs1)N(C(=O)C1COc2ccccc2O1)c1cccc(O)c1 (stereo not drawn)	-6.9	1.3	3.9	-12.6	-8.0	-3.5	19.5	-7.2	-5.2
CC1CCCN(C(=O)N2c3ccccc3Sc3ccccc32)C1 (stereo not drawn)	-12.1	1	-5.8	-1.0	-8.0	9.2	21.9	0.3	-11.7
CCCn1nnc(NC(=S)NC(=O)CC)n1	-2.7	0.9	-11.0	-4.1	-2.0	10.8	5.0	-3.6	11.5
COC(=O)Cc1cc(=O)oc2cc(OC)ccc12	1.9	0.9	-1.1	-4.2	8.0	1.2	2.1	-11.5	6.0
CC(CCc1ccccc1)C(=O)NO (stereo not drawn)	-4.7	0.8	.	-9.0	10.0	.	-2.1	-7.1	3.8
O=C(CSc1nnc2scc(-c3ccc(Cl)cc3)n12)NCc1ccco1	0.9	0.8	6.4	2.0	-14.0	-2.8	7.7	-1.5	2.8
Cc1noc(C)c1C(=O)N1CCc2ccccc2C1	-2.0	1.2	4.8	2.4	-9.0	-1.7	-6.4	1.7	-0.5
CN(C)/C=C1/C(=O)Nc2ccccc21	-9.0	0.9	-10.1	10.7	6.0	8.5	1.6	1.9	-12.0
CCOC(=O)C1=C(C)OC(N)=C(C(=O)OCC)C1c1ccncc1 (stereo not drawn)	0.3	1.2	.	-4.7	-3.0	.	-9.6	.	.
CCOC(=O)c1nc(N)sc1C(=O)OCC	6.0	0.9	-16.2	.	1.0	16.5	-8.7	-5.6	-8.6
Cc1nn(CC#N)c(=O)n1-c1ccccc1F	-8.2	0.8	1.6	-26.6	8.0	-3.8	3.4	-2.8	1.6
Nc1ccc(C#Cc2ccccc2)cc1	9.8	1	11.4	.	8.0	-8.8	-3.1	-2.0	-2.1
O=C(c1noc2c1CCCC2)N1CCN(Cc2ccccc2)CC1	-2.1	1.2	.	11.0	13.0	.	-0.7	-4.9	-4.7
CCOC(=O)CNC(=O)CN1C(=O)CCSc2ccccc21	-9.6	1.1	.	-60.0	2.0	.	12.2	.	.
Cc1cc(-c2c(C)[nH]n(-c3ccccc3)c2=O)n(-c2ccccc2)n1	2.4	1	1.6	-15.2	0.0	-1.9	-0.9	-4.7	3.2
Cc1snc(S(=O)(=O)Cc2c(Cl)cccc2Cl)c1C#N	-4.9	1.1	-14.7	-5.8	6.0	15.6	9.8	-2.3	24.6
CCCOc1ccc(CN(CCO)CCO)cc1C(=O)OC	-4.4	1.4	-9.0	1.2	-4.0	7.9	7.8	-13.9	3.8
CCOCC(=O)Nc1nc2c(s1)C(=O)CC(C)(C)C2	-1.9	1.2	1.3	-1.0	3.0	-2.2	-3.9	-3.9	-10.7
COC(=O)c1ccc(-c2ccco2)n1Cc1cc(C)ccc1C	2.6	0.8	-1.2	-8.8	-9.0	-0.1	3.5	1.6	-17.1
COc1cccc(Cn2c(Oc3cccc(C)c3)nc3c2c(=O)n(C)c(=O)n3C)c1	8.6	1.3	-28.2	-6.2	-25.0	27.6	29.7	-5.1	-6.8
O=C(Nc1ccc(Cl)cc1)N1CC=CCC1	4.9	0.9	.	-9.2	22.0	.	-2.7	.	.
CCC(C)(C)n1nnnc1C(c1ccncc1)N1CCC(Cc2ccccc2)CC1 (stereo not drawn)	2.1	1.7	6.1	-0.7	-3.0	-4.3	13.7	-3.4	-8.4
C=CCn1c(SCc2nnc(-c3ccccc3)o2)nnc1C(O)c1ccccc1 (stereo not drawn)	1.6	1.5	-3.8	.	-4.0	3.7	-0.5	0.7	-8.1
O=C(Nc1cccc(F)c1)C1CCCN1S(=O)(=O)c1cccc2cccnc12 (stereo not drawn)	2.2	1.2	-5.6	-2.7	3.0	4.2	17.2	-2.2	18.6
Cc1cccc(C(=O)N/N=C/c2ccc3c(c2)OCO3)n1	-7.4	0.9	6.2	.	-9.0	-0.6	7.0	-1.1	-6.0
Nc1cc(=O)[nH]c(SCc2cccc(Cl)c2)n1	-1.4	1	5.8	2.7	17.0	-7.6	1.4	-2.6	4.8
O=S(=O)(Cc1ccccc1)N1CCN(Cc2ccccc2)CC1	-0.3	0.9	5.0	.	6.0	-5.1	11.1	-4.0	-5.1
O=C(O)CCC(=O)Nc1nc(-c2ccccc2)cs1	5.0	0.9	-0.6	-1.8	-9.0	2.7	5.9	-6.7	-13.2
COc1ccc(N(C(=O)Cn2cnc3ccccc32)C(C(=O)NC2CCCCC2)c2ccccc2)cc1 (stereo not drawn)	-3.4	1.3	2.2	-6.4	-6.0	-1.1	-3.6	-4.5	19.9
Cc1ccccc1C(=O)Nc1ccc2c(c1)OCO2	17.1	0.8	.	19.3	4.0	.	2.6	-1.1	15.0
CCCn1c(C)nc2c(c1=O)c1nc3ccccc3nc1n2CCc1ccccc1	.	.	2.4	.	.	-2.1	.	-3.6	-1.9
CCOC(=O)c1oc2ccccc2c1CN1CCOCC1	-19.8	1	-1.6	4.5	1.0	0.3	21.9	-3.4	-7.3
CCCC(=O)N=C1SC2CS(=O)(=O)CC2N1c1ccc(CC)cc1 (stereo not drawn)	-3.1	0.8	.	.	6.0	.	-5.8	-3.2	16.5
CCc1c(C(=O)Nc2ncn(Cc3cccc(C)c3)n2)csc1C	4.3	.	-10.9	.	9.0	11.2	14.1	-9.4	-17.1
Cc1cc(C)c2cc(CN(Cc3nnnn3Cc3ccc(F)cc3)C3CCCC3)c(=O)[nH]c2c1	7.9	1.1	-19.6	.	-11.0	18.3	41.1*	-4.2	9.0
CC(C)CCn1cnc2c(cnn2-c2ccc(F)cc2)c1=O	0.5	1	-6.9	-4.8	-4.0	6.5	-0.1	-3.1	20.3
Cc1ccc(SCCNC(=O)c2ccccc2)cc1	6.9	1.1	14.7	.	-8.0	-15.2	-3.4	-4.7	-9.2
CCn1c(CSc2nc3ccccc3[nH]2)n[nH]c1=S	2.0	2.2*	-14.7	-26.1	8.0	11.9	3.0	-10.0	5.7
CCN(CC)CCn1c(=S)[nH]c2cc(Cl)ccc2c1=O	4.0	1.4	.	-4.8	3.0	.	16.6	-9.6	27.7
COc1ccc(Oc2ccccc2/C=N/O)cc1	15.5	0.9	15.2	1.3	20.0	-14.6	16.3	-0.4	-7.0
Cc1nn(-c2ccccc2)c(Cl)c1C1C(C#N)=C(N)OC2=C1C(=O)CC(C)(C)C2 (stereo not drawn)	-5.7	0.8	-1.7	15.2	3.0	4.8	5.1	-0.7	-4.2
CSc1ccccc1C(=O)Nc1ccc2c(c1)OCCO2	13.8	0.8	-3.5	-6.0	4.0	4.9	2.3	-0.1	-0.1
COc1ccc(-c2cc(C(F)(F)F)nc(N3CCN(C)CC3)n2)cc1	16.7	1.3	6.5	9.8	15.0	-6.9	12.9	-5.9	0.7
(more compounds)
SMILES	PostGolgi yeast	PLAP act	sEH inh	CD11b adhes inh	Ecoli WT expand	sEH activator	PostGolgi ctrl	S1P2 agonist	S1P2 blocker
O=C(CSCCO)Nc1cc(C(F)(F)F)ccc1Cl	-10.1	0.8	2.2	0.3	-4.0	-1.1	10.5	-1.9	-2.3
O=C(CCc1nc2ccccc2c(=O)[nH]1)NCc1cccc(Cl)c1	4.9	1.1	-3.9	5.9	0.0	2.7	9.9	-8.1	-16.8
CC(C)C(=O)Nc1c(-c2cccs2)c(=O)c2ccccc2n1C	-4.5	0.8	-2.7	10.8	4.0	4.8	9.6	-12.1	2.6
O=C(COc1ccc(S(=O)(=O)NC2CCCCC2)cc1)NCc1cccnc1	18.1	0.8	-8.5	-8.6	1.0	10.1	4.1	-0.8	-2.2
CC(=O)N(c1c(C)n(C)n(-c2ccccc2)c1=O)C1(C(=O)NC2CCCC2)CCCCC1	20.1	1.7	.	-4.1	-2.0	.	4.8	.	.
Cc1cc(CNC(=O)c2cc(Br)ccc2Cl)nn1C	2.0	0.9	-1.1	-12.9	0.0	1.7	6.5	-3.4	28.8
O=C(Nc1ccc(Cn2cccn2)cc1)c1ccc(COc2ccccc2Br)cc1	-8.5	0.9	9.3	25.5	-14.0	-8.2	32.0*	-7.6	11.2

Screening data as filed in PubChem.
